Growth percent in the NCI-60 one-dose screen (48 h, 10 µM unless noted): 100 = growth as untreated, 0 = no growth, -100 = all killed.
A549/ATCC: A549/ATCC NSCLC; 81,000 tested, 3.7% active
SK-MEL-28: SK-MEL-28 melanoma; 81,000 tested, 4.1% active; AID 1794761
UACC-62: UACC-62 melanoma; 81,000 tested, 5.4% active
SK-MEL-5: SK-MEL-5 melanoma. 80,000 tested, 6.4% active. AID 1794755
EKVX: EKVX NSCLC; 71,000 tested, 3% active; AID 1794765
M14: M14 melanoma; AID 1794745; 80,000 tested, 6.2% active
UACC-257: UACC-257 melanoma; 78,000 tested, 4.4% active; AID 1794764
HOP-92: HOP-92 NSCLC cells | 71,000 tested, 6.3% active | AID 1794738
Starred values were filed as active, the others as inactive; x = no result given; & = joins results of further samples; [ ] = another dose, or the depositor's remark. Rule for the calls: active = growth percent below 10; inactive = the rest.

SMILES	A549/ATCC	SK-MEL-28	UACC-62	SK-MEL-5	EKVX	M14	UACC-257	HOP-92
C=CCN=C(NC#N)SC	98	119	106	105	108	94	96	94
Cc1ccc(C(=O)C/C(=C/c2ccc(-c3ccc(Cl)cc3)o2)C(=O)NCc2ccccc2)cc1	96	110	104	93	x	98	105	77
Nc1nc(Nc2cc([N+](=O)[O-])ccc2O)nc(C(Cl)(Cl)Cl)n1	104	106	89	93	109	99	104	75
Cc1ccc(S(=O)(=O)Oc2ccc3c4c(c(=O)oc3c2)CCCCCC4)cc1	52	94	50	25	x	62	54	x
Nc1nc(-c2cc3ccccc3c(=O)o2)cs1	85	131	106	100	89	116	114	95
CCC(C)NCCOC(=O)c1ccc([N+](=O)[O-])cc1 (stereo not drawn)	107	110	103	98	x	100	98	130
Cc1cccc(Cc2cnc(NC(=O)c3ccc(-n4cnnn4)cc3)s2)c1	51	59	12	48	56	34	51	100
COc1ccc(C2C(C#N)=C(N)Oc3c2ccc2ccccc32)cc1 (stereo not drawn)	57	52	24	31	74	30	75	48
O=C1Nc2ccccc2/C1=C/c1cn(C(=O)c2c(Cl)cccc2Cl)c2ccccc12	37	81	37	63	81	66	79	49
COCCNC(=O)c1ccc(-c2nc3ccc4[nH]ncc4c3c3c2CCCC3)cc1	30	40	21	45	46	35	71	57
CCOc1ccc(Nc2nc3ccccc3s2)cc1	102	115	101	101	114	121	122	83
COc1cc(OC)c2c(=O)c3c(CC=C(C)C)cc(OC)c(O)c3oc2c1	91	88	75	76	90	91	107	77
COc1cc(-c2c3c(cn2CCN2CCCC2)-c2oncc2CC3)cc(OC)c1OC	110	98	90	101	100	105	116	100
Cc1ccc(Nc2cc(N)[nH]c(=O)n2)cc1C	114	108	108	102	116	x	101	99
Cc1cc(CSc2ccc(Cl)cc2)ccc1N	60	111	90	103	86	101	108	85
COc1ccc(/C=C/C(=O)c2ccc(S(=O)(=O)NCCNc3nc(N(C)C)nc(N4CCOCC4)n3)cc2)cc1	91	95	77	95	81	92	96	93
Cc1cc(C)nc(NS(=O)(=O)c2ccc(Nc3nc4nc(=S)[nH]c(-c5ccc(O)cc5O)c4c(=O)[nH]3)cc2)n1	116	113	104	101	108	x	122	27
Cc1ccc(C)c(O)c1C	106	108	101	116	94	106	97	99
CCCCCCCCCCCCCCCCCCOc1ccc(CC(=O)OCC[N+](C)(C)C)cc1	95	103	97	103	101	92	108	103
CCCCC(Cc1ccccc1)(C(=O)OCC)c1ccc(Cl)cc1 (stereo not drawn)	99	110	105	97	x	99	93	x

Overlap with the part before: 5 compounds, followed by the next part.
SMILES	A549/ATCC	SK-MEL-28	UACC-62	SK-MEL-5	EKVX	M14	UACC-257	HOP-92
COc1ccc(/C=C/C(=O)c2ccc(S(=O)(=O)NCCNc3nc(N(C)C)nc(N4CCOCC4)n3)cc2)cc1	91	95	77	95	81	92	96	93
Cc1cc(C)nc(NS(=O)(=O)c2ccc(Nc3nc4nc(=S)[nH]c(-c5ccc(O)cc5O)c4c(=O)[nH]3)cc2)n1	116	113	104	101	108	x	122	27
Cc1ccc(C)c(O)c1C	106	108	101	116	94	106	97	99
CCCCCCCCCCCCCCCCCCOc1ccc(CC(=O)OCC[N+](C)(C)C)cc1	95	103	97	103	101	92	108	103
CCCCC(Cc1ccccc1)(C(=O)OCC)c1ccc(Cl)cc1 (stereo not drawn)	99	110	105	97	x	99	93	x
Brc1ccc(-c2cn3c(ccc4ccccc43)n2)cc1	94	110	87	85	81	95	107	115
Cn1c(=O)[nH]c2nc(SCC(=O)c3ccc(Cl)cc3)[nH]c2c1=O	96	112	96	x	97	104	102	90
COc1cc(OCc2cccc(-c3ccc4c(c3)OCCO4)c2C)cc(OC)c1CN[C@@H](CO)C(=O)O	98	103	95	98	95	97	95	93
CC1=C(C)C(=O)C(N2CCC(c3ccccc3)CC2)=CC1=O	87	104	81	72	79	80	65	66
CC[C@@H]1NC(=O)[C@H]([C@H](O)[C@H](C)C/C=C/c2ccc(CN3C(=O)C(C)=C(C)C3=O)cc2)N(C)C(=O)[C@H](C(C)C)N(C)C(=O)[C@H](CC(C)C)N(C)C(=O)[C@H](CC(C)C)N(C)C(=O)[C@@H](C)NC(=O)[C@H](C)NC(=O)[C@H](CC(C)C)N(C)C(=O)[C@H](C(C)C)NC(=O)[C@H](CC(C)C)N(C)C(=O)CN(C)C1=O	58	82	73	61	49	60	69	69
O=C1NCCc2c1c1ccccc1[nH]c2=O	100	110	105	99	83	99	108	92
CC(C)CNC(=O)C(C)O (stereo not drawn)	114	108	105	104	100	100	113	x
O=C(O)/C=C/C(=O)NCc1ccco1	105	137	98	97	93	95	105	89
O=c1cc(C2=NCCc3c2[nH]c2ccccc32)c2ccc3ccccc3c2o1	83	110	64	95	68	86	x	76
Brc1ccc2nc(-c3cn(Cc4ccccc4)c4ncccc34)n(Cc3ccccc3)c2n1	87	104	53	63	73	90	94	67
COc1ccc(C)cc1NC(=O)Nc1sc2cc(O)ccc2c1C(N)=O	73	107	89	79	78	72	92	92
COc1ccc(-c2ccc(NC(=O)Nc3cccc(OC)c3)c(C)n2)cc1	73	94	90	87	103	92	78	96
Cc1ccc(S(=O)(=O)OC[C@]23CCC(C)(C)C[C@H]2[C@@H]2NCC[C@@H]4[C@@]5(C)CCCNC(C)(C)[C@@H]5CC[C@@]4(C)[C@]2(C)CC3)cc1	84	105	83	89	80	94	97	77
CCOC(=O)c1c(O)cc(-c2ccc(OC)cc2)cc1-c1sc(N(C)Cc2ccccc2)nc1Cl	100	100	82	95	108	109	102	96
CCOC(=O)C1=NN(c2ccccc2)C(=O)C1N=Nc1ccc(S(=O)(=O)Nc2ncccn2)cc1 (stereo not drawn)	101	110	105	101	x	114	97	x
O=C(Nc1ccc(F)cc1)N1CCCCC1	98[100 µM]	107[100 µM]	92[100 µM]	100[100 µM]	104[100 µM]	106[100 µM]	96[100 µM]	101[100 µM]
CC1=C[C@H](N(C)C)[C@H]2C[C@@H]1C2(C)C	97	102	109	105	x	98	96	81
Oc1ccc(CNc2ccccc2)cc1	96	102	96	102	95	93	102	111
CCN(CC)CCCNc1nc(Cl)nc(NCCCN(CC)CC)n1	87	113	96	104	91	96	75	85
Cc1ccc(S(=O)(=O)Oc2ccc(-c3ccccc3)cc2)cc1	99	105	94	96	83	113	112	111

Individual results from the entries so far.
CCCCCCCCCCCCCCCCCCOc1ccc(CC(=O)OCC[N+](C)(C)C)cc1 in UACC-257: 108
COc1ccc(/C=C/C(=O)c2ccc(S(=O)(=O)NCCNc3nc(N(C)C)nc(N4CCOCC4)n3)cc2)cc1 in HOP-92: 93

Next results:
SMILES	A549/ATCC	SK-MEL-28	UACC-62	SK-MEL-5	EKVX	M14	UACC-257	HOP-92
COc1cc2oc(-c3cccc(NC(=O)c4cccc(N)c4)c3)cc(=O)c2c(OC)c1OC	81	100	81	65	85	97	109	38
CSc1nccc(=S)[nH]1	95	104	99	104	108	107	110	x
C#CCN(C)Cc1ccccc1	101&102	114&111	92	106&102	95&104	97&97	105	100
COC(=O)/C=C/CNC(=O)c1ccc(C(=O)/C=C\C(C)=O)cc1	102	113	97	101	98	96	94	109
CC1(C)C(N)=Nc2cc3c(cc21)OCCCC1c2ccccc2CN1CCCO3 (stereo not drawn)	94	100	90	99	90	100	102	70
O=C(O)c1ccc(-n2cc(CNc3ccc(F)c(C(F)(F)F)c3)c(-c3ccc(F)cc3)n2)cc1	84	59	49	86	92	x	71	94
O=C1Cc2c(sc3c(F)cccc23)C(c2cccc([N+](=O)[O-])c2)N1 (stereo not drawn)	105	109	86	94	92	99	108	89
O=C(N/N=C1\CC[C@H]2[C@@H](COC(c3ccccc3)(c3ccccc3)c3ccccc3)C[C@@H](COC(c3ccccc3)(c3ccccc3)c3ccccc3)[C@@H]12)c1ccncc1	81	111	78	93	91	100	82	77
O=S(=O)(Nc1ccc(NS(=O)(=O)c2ccccc2)c2ccccc12)c1ccccc1	121&94	108&104	94&88	98&97	88	96&105	121&98	79&82
COc1cc(/C=C(\C#N)c2ccc(Cl)cc2)ccc1OCc1ccccc1	81	99	77	96	96	100	91	74
N#CC(C#N)=C(N)c1nnn2c1nc(N)c1ccccc12	102	107	99	99	98	98	99	93
COc1cc(CCn2nnc3c(Nc4ccc(N5CCN(C)CC5)cc4)ncnc32)cc(OC)c1	88	106	101	88	x	91	99	35
C/C(=N\NC(=O)c1ccncc1)c1ccc(Cl)cc1Cl	111	102	111	100	116	106	108	95
COC(=O)C1CC(=O)N(C(=O)Nc2ccc(Cl)cc2Cl)C1 (stereo not drawn)	96	112	97	108	96	94	97	83
Brc1ccc(-c2cc(-c3ccc4c(c3)OCCO4)n[nH]2)s1	33	58	50	12	48	21	75	64
C[N+](C)(C)Cc1ccccc1C(=O)c1ccccc1	97	101	97	99	x	96	90	x
Oc1ccc(CCl)c2cccnc12	76	83	100	90	52	62	25	89
CNC(=O)c1cc(Oc2ccc3c(c2)sc2nc(-c4ccc(F)cc4)cn23)ccn1	101	89	88	98	95	90	103	60
Fc1cccc(COc2ccc(Nc3ncnc4sc5c(c34)CCCC5)cc2)c1	72	96	85	80	65	95	103	82
O=C1c2cccnc2C(=O)c2c1c(C(=O)N1CCOCC1)c1ccccn21	87	109	89	92	98	91	111	110

Structures above with a cyano group (4):
SMILES	A549/ATCC	SK-MEL-28	UACC-62	SK-MEL-5	EKVX	M14	UACC-257	HOP-92
C=CCN=C(NC#N)SC	98	119	106	105	108	94	96	94
COc1ccc(C2C(C#N)=C(N)Oc3c2ccc2ccccc32)cc1 (stereo not drawn)	57	52	24	31	74	30	75	48
COc1cc(/C=C(\C#N)c2ccc(Cl)cc2)ccc1OCc1ccccc1	81	99	77	96	96	100	91	74
N#CC(C#N)=C(N)c1nnn2c1nc(N)c1ccccc12	102	107	99	99	98	98	99	93

(next part)
SMILES	A549/ATCC	SK-MEL-28	UACC-62	SK-MEL-5	EKVX	M14	UACC-257	HOP-92
Clc1ccc2nc(-c3c(-c4ccccc4)nc4ncccn34)[nH]c2c1	86	99	80	74	x	99	103	77
COc1ccc([C@@H]2c3[nH]c4ccccc4c3C[C@@H]3C(=O)N(C4CCN(Cc5ccccc5)CC4)CC(=O)N23)c(OC)c1	66	90	82	69	68	x	84	40
Cc1c(C(=O)NCCN(C)C)n(C)c(=O)c2ccccc12	99	107	111	103	x	104	x	95
O=S(=O)(c1ncsc1-c1ccccc1)N1CCN(c2ccc(F)cc2)CC1	102	103	88	95	88	104	104	102
CC1(C)CC[C@]2(C(=O)N3CCOCC3)CC[C@]3(C)C(=CC[C@@H]4[C@@]5(C)C/C(=C/c6ccco6)C(=O)C(C)(C)[C@@H]5CC[C@]43C)[C@@H]2C1	88	92	80	94	63	101	94	78
COc1ccc(/C=C(\C#N)C(=O)c2ccccc2)cc1	100	115	x	96	x	101	101	x
COc1ccc(Cn2c(Br)c3c(c2-c2ccccc2)CCc2sc(NC(C)=O)nc2-3)cc1	91	99	98	91	x	x	103	101
Cc1ccc(NC(=O)c2ccc(N3CCN(c4ccccc4)CC3)cc2)cc1NC(=O)c1coc2nc(N)nc(N)c12	102	106	105	107	95	94	97	94
CCOP(=O)(OCC)OC[C@]12CCC(C)(C)C[C@H]1C1=CC[C@@H]3[C@@]4(C)C/C(=C\c5cccnc5)[C@H](OP(=O)(OCC)OCC)C(C)(C)[C@@H]4CC[C@@]3(C)[C@]1(C)CC2	16	34	25	-61*	30	35	24	-1.5*
C=CCC(CCC)(C(=O)Nc1ccc2nc(C)cc(N)c2c1)C(=O)Nc1ccc2nc(C)cc(N)c2c1	98	109	97	100	92	100	100	83
O=C(O)COc1ccc(F)c(Cl)c1	109	106	102	x	105	96	113	84
CN1C(=O)/C(=C(\C#N)C(=O)Nc2ccc(S(N)(=O)=O)cc2)c2ccccc21	96	108	99	98	103	100	82	100
COc1cc(CNC(=O)CCCC/C=C/C(C)C)ccc1OCc1nnc(Nc2cccc(Br)c2)o1	95	107	68	90	78	93	105	76
NC(=O)c1ccc[n+](CCc2ccccc2)c1	94	107	103	102	99	99	88	x
C#C[C@]1(O)CC[C@H]2[C@@H]3CC=C4c5sc(-c6cccc(O)c6)nc5CC[C@]4(C)[C@H]3CC[C@@]21C	-16*	-69*	-61*	-77*	7.5*	-41*	-43*	x
COc1cccc(C(=O)Nc2nnc(CCS(=O)(=O)c3ccc(C)cc3)s2)c1	98	113	98	97	x	101	100	101
CCCCCCCCCCCCCCCCNC(=S)N/N=C/c1ccccc1O	81	104	85	88	104	88	x	86
Cc1ccc2nc(-c3ccc(-c4nnc(SCC(=O)Nc5ccc(Br)cc5)o4)cc3)[nH]c2c1	89	92	57	86	85	67	97	92
O=c1[nH]c2cc(Cl)c(Cl)cc2o1	114	116	93	115	68	105	114	101
COC(=O)C(Cc1ccccc1)Nc1nc(NC(Cc2ccccc2)C(=O)OC)nc(N2CCOCC2)n1 (stereo not drawn)	108	109	90	99	105	x	103	119
Cc1ccc(/C(CSc2nc3c([nH]2)c(=O)n(C)c(=O)n3C)=N\O)cc1	90	99	84	92	93	107	106	107
CC1=NN(c2cn3c(-c4ccccc4)csc3n2)C(=O)C1	101	102	91	102	x	100	102	67
O=C(CSC(=S)N1CCOCC1)Nc1ccccc1	94	108	95	98	115	109	95	97
CNCCC1CCCCC1	112	106	90	96	93	94	117	69
COC1OC2COC(c3ccccc3)OC2C(NC(C)=O)C1OC(C)=O (stereo not drawn)	92	95	104	116	112	117	108	93
CCN1C(=O)CC(SC2CC(=O)N(CC)C2=O)C1=O (stereo not drawn)	104	112	102	104	96	98	100	x
N#Cc1c(-c2ccc(Br)cc2)n2cnnc2[nH]c1=O	x	105	101	105	99	103	113	102
CC(=O)Nc1ccc(NC(=O)c2sc3nc4cc5c(cc4cc3c2N)OCCO5)cc1	89	97	86	103	100	96	111	123

Compound activity from PubChem.
